NCOA1 inh – human NCOA1 inhibition | actives 0.12% (n = 360,000) | HEK293 GAL4-SRC1 luciferase reporter, luminescence | AID 588354 | inhibition, % at 3.6 µM;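 active = inhibition above the campaign mean plus 3 SD, with each screening campaign given its own cutoff, cut at about 60% in these data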;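 note: 0% = DMSO treated cells and 100% = gossypol at 36 µM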
LRH-1 inv ag – suppresses constitutive activity of human LRH-1 | O00482 | HEK293T StAR-luciferase reporter, LRH-1 transfected, 24 h | inhibition, % at 3.6 µM | actives 0.13% (n = 360,000) | AID 602396;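 active = inhibition above the mean inhibition of all tested compounds plus 3 SD, cut at about 73% in these data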;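 note: 0% = DMSO wells and 100% = reporter-only cells lacking LRH-1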
MC4R antag cAMP – human MC4R antagonism in cAMP assay. P32245. MC4R-expressing cells, MTII-stimulated cAMP, LANCE TR-FRET. inhibition, % at 6.5 µM. actives 0.48% (n = 360,000). AID 540295;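 active = inhibition above its plate's cutoff, the mean of tested wells on that plate plus 3 SD, cut at about 29% in these data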;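 note: 0% = Melanotan II alone and 100% = Melanotan II plus saturating MCL0020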
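System – human MC4R-expressing U2OS cells · Also added – Melanotan II · Dosing – one concentration, 6.5 µM nominal · Timing – 30-min compound, 1-h challenge, 1-h detection, room temperature · Measured by – Eu-cAMP/anti-cAMP TR-FRET, emission 671 nm · Replicates – singlicate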
NCOA2 inhibitor – human SRC2 (NCOA2) inhibition; Q15596; HEK293 GAL4-SRC2 luciferase reporter, luminescence; inhibition, % at 9 µM; actives 0.17% (n = 370,000); AID 651957;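 active = inhibition above the mean inhibition of all tested compounds plus 3 SD, set per campaign, cut at about 52% in these data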;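 note: 0% = DMSO treated cells and 100% = cells given Gossypol at 36 µM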
COUP-TFII inh – NR2F2 (human) inhibition, primary screen | HEK293T NGFI-A luciferase reporter, luminescence | actives 0.7% (n = 370,000) | inhibition, % at 8.6 µM | AID 686940 | P24468;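 active = inhibition above a per-plate cutoff, mean inhibition of test wells between control levels plus 3 SD, cut at about 38% in these data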;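 note: cells cotransfected with COUP-TFII expression vector driving the NGFI-A reporter; 0% = median of COUP-TF2 test wells and 100% = reporter-only cells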
ABHD5-PLIN5 inh – blocks binding of human ABHD5 to perilipin-5; Q00G26+Q8WTS1; inhibition, % at 4 µM; actives 0.78% (n = 360,000); Split G. princeps luciferase complementation, luminescence, 4 h;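 active = inhibition above the mean inhibition across every tested compound plus 3 SD, cut at about 22% in these data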;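 note: 0% = DMSO only wells and the 100% control is not disclosed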
LMP1 NFkB inh – reduces LMP1-driven NF-kappaB luciferase signal; LMP1-induced NF-kappaB luciferase reporter cells, luminescence; inhibition, % at 12.5 µM; actives 0.69% (n = 350,000); AID 504558; in the data active = inhibition above about 41%;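 note: 0% = neutral control wells and 100% = reference inhibitor control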
NOD2-RIPK2 inh – NOD2-RIPK2 protein interaction inhibition | CHO BLA complementation NOD2-RIPK2, CCF4 ratio | actives 0.38% (n = 360,000) | inhibition, % at 4.98 µM | AID 624267 | O43353; in the data active = inhibition above about 21%;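 note: 0% = vehicle only and 100% = reference blocker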
SRC3 inh – inhibits human SRC3 coactivator | actives 0.17% (n = 360,000) | HEK293 GAL4-SRC3 luciferase reporter, luminescence | inhibition, % at 3.6 µM;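 active = inhibition above a per-campaign cutoff, the mean of all compounds plus 3 SD, cut at about 60% in these data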;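 note: 0% = DMSO-treated cells and 100% = gossypol-treated cells at 36 µM; higher means less SRC3-driven luciferase light from the GAL4 reporter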
MC4R barr agon – agonists of human melanocortin 4 receptor (MC4R) beta-arrestin; P32245; U2OS MC4R beta-arrestin complementation, luminescence; percent of melanotan II response, DMSO zero; activation, % at 8.9 µM; actives 0.98% (n = 360,000);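 active = activation above a per-plate cutoff, the mean activation of sample wells on that plate plus 3 SD, cut at about 8% in these data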
TLR9-MyD88 inh – blocks human TLR9 binding to MyD88; Q9NR96+Q99836; CHO BLA complementation TLR9-MyD88, CCF4 FRET ratio; inhibition, % at 4.98 µM; actives 0.21% (n = 340,000); AID 504734;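 active = inhibition above the mean over all tested compounds plus 3 SD, cut at about 21% in these data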;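 note: 0% = DMSO only wells and 100% = clavulanate BLA inhibitor control wells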
Target sequence (Q99836 whole entry, looked up): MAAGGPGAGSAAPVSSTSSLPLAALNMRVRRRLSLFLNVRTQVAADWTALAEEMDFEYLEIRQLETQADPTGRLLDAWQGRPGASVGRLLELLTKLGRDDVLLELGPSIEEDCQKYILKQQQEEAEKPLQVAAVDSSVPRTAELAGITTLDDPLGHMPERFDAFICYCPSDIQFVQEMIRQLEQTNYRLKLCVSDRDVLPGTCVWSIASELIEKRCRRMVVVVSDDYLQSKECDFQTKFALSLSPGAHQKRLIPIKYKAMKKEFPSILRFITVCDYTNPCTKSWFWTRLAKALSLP
Target sequence (Q9NR96 whole entry, looked up): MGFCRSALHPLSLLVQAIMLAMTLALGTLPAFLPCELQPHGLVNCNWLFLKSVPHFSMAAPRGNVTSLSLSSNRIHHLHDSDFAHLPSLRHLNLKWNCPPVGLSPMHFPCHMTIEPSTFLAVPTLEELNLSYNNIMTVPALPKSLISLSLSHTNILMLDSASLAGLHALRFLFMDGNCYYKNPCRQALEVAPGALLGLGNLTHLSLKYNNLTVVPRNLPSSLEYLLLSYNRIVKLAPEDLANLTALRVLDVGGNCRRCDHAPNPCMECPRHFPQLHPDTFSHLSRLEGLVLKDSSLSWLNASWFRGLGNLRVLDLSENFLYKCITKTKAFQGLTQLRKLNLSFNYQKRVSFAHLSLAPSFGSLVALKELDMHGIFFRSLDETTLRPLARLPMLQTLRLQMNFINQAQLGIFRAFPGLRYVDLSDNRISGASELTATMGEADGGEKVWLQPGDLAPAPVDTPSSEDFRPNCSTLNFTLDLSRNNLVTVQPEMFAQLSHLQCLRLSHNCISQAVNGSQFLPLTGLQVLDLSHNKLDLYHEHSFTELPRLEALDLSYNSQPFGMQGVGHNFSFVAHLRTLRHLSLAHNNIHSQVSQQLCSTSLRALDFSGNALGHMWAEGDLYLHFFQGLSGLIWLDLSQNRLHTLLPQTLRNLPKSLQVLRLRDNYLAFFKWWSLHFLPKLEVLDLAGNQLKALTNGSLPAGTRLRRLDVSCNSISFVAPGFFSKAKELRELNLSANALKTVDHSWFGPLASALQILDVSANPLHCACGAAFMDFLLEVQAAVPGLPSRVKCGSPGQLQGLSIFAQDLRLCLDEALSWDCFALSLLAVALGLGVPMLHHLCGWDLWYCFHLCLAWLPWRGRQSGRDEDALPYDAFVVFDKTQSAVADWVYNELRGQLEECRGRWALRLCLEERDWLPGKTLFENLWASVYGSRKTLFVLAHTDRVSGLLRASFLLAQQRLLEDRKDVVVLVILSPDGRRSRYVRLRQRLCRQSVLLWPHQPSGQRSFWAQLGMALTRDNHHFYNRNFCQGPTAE
The depositor's hits bear a star; / = no result given; & = joins results of further samples. Only part of the results is shown, so the mix of outcomes need not match the whole.

SMILES	NCOA1 inh	LRH-1 inv ag	MC4R antag cAMP	NCOA2 inhibitor	COUP-TFII inh	ABHD5-PLIN5 inh	LMP1 NFkB inh	NOD2-RIPK2 inh	SRC3 inh	MC4R barr agon	TLR9-MyD88 inh
CCCCS(=O)(=O)Nc1ccc2ncn(C)c(=O)c2c1	-59	-2	5	-2	-14	1	-17	-7	12	2.2	20
CN(C(=O)c1ccccc1)c1ccc(OCC(=O)NC2CCS(=O)(=O)C2)cc1 (stereo not given)	-8	-4	3	-4	-4	7	1	-5	-3	0.6	-8
CCc1ccc(NC(=O)CCCN2C(=O)C3CC=CCC3C2=O)cc1 (stereo not given)	-12	-2	6	-8	-2	-4	-9	-3	-11	-3.2	-8
CCOc1cccc(=O)c2c(C)n(-c3ccc(C(=O)O)cc3)c(C)c12	-8	-2	-3	-13	-2	13	0	5	1	-1.7	2
CC1=NN(c2ccccc2)C(=O)/C1=C/c1cc(C)n(C2CC2)c1C	-4	17	2	1	-4	-7	-5	-5	7	1.0	8
CCOc1ccc(Nc2nc(Nc3ccc(O)cc3)nc(C)c2[N+](=O)[O-])cc1	8	18	6	0	1	-7	0	3	16	-2.0	1
CC(=O)c1ccc(NC(=O)c2ccc(NC(=O)CCS(=O)(=O)c3cccs3)cc2)cc1	-44	-3	13	-45	5	5	8	-9	-6	-0.1	5
COc1ccc(N(CC(=O)NC(C)(C)C)S(=O)(=O)c2ccccc2)cc1OC	-7	20	-4	-20	6	-3	-7	8	-3	-0.1	-2
CC(Oc1ccccc1)C(=O)Nc1ccc(S(=O)(=O)N2CCOCC2)cc1 (stereo not given)	-9	-1	2	-1	-21	4	-2	4	12	0.5	-5
CCCCn1c(N)c(N(CC)C(=O)CCNC(=O)NC23CC4CC(CC(C4)C2)C3)c(=O)[nH]c1=O	7	0	17	11	-35	-3	-2	-4	12	2.4	-19
CC1CN(C(=O)c2cnn3c(C(F)F)cc(-c4ccccc4)nc23)CC(C)O1 (stereo not given)	-8	10	3	-5	20	-6	-23	-4	8	-0.5	-6
CSc1ccc(CN(C)C(=O)c2cc3ccccc3o2)cc1	-17	-10	0	-6	-24	-6	-12	-1	-1	-0.7	-6
Cc1cc(NC(c2ccc(Cl)cc2)c2ccc3cccnc3c2O)no1 (stereo not given)	48	12	2	46	7	6	70*	4	46	-3.0	-2
CCOc1cc(N2CCOCC2)c(OCC)cc1NC(=O)CN1C(=O)NC2(CCCCCCC2)C1=O	-10	-4	11	-7	13	5	-3	3	12	-0.7	2
CCCc1cc(=O)n2nc(N3CCC(C(=O)N4CCN(c5ccc(OC)cc5)CC4)CC3)sc2n1	-3	54	-4	15	56*	-4	9	-17	4	-2.2	1
O=C(Nc1ccn(CC(=O)N2CCN(c3ccccn3)CC2)c(=O)n1)OCc1ccccc1	8	4	0	12	-20	5	-3	-3	-26	-0.5	-11
N#Cc1nc(Cc2cccc3ccccc23)oc1NCc1ccc(F)cc1	3	-7	2	19	11	4	2	0	12	-1.4	-5
O=C(CN1C(=O)C(=O)c2ccccc21)OCN1C(=O)c2ccccc2C1=O	-13	-1	5	-10	-9	-9	10	3	4	1.5	0
CC(=O)Nc1ccnn1C1CCN(C(=O)c2cccc(C)c2C)CC1	7	-1	1	-9	-4	-3	11	4	3	-1.9	-9
Cc1ccc(/C=C/C(=O)c2ccc(O)cc2)cc1	-48	-11	12	-29	-48	1	-7	-12	-30	1.7	4
COc1ccc(OC)c(C2CC(=O)N3CN(c4cccc(Cl)c4)CSC3=C2C#N)c1 (stereo not given)	10	-4	-1	-5	-11	-10	-14	4	2	-1.1	-7
O=C(CSc1nc2ccccc2c(=O)n1-c1ccc(Cl)cc1)c1ccco1	-26	11	12	-7	-4	0	4	-3	8	6.4	5
O=C(Nc1ccc(Cl)cc1)Nc1cnccn1	-18	-12	7	-5	-18	5	0	4	-4	-0.2	-10
CC1CCN(C(=O)Cn2c3ccccc3c3nc4n(c(=O)c32)CCS4)CC1	-8	13	13	3	8	-2	2	7	10	-2.5	4
CC(C)OC(=O)C(C(=O)C(F)(F)F)c1cc(NS(=O)(=O)c2ccc3ccccc3c2)c2ccccc2c1O (stereo not given)	5	25	0	/	/	41*	1	14	-1	3.1	-5
CN(CCOc1ccc(Br)cc1)CC(O)c1ccccc1 (stereo not given)	12	-18	1	-14	14	-1	4	-17	3	4.0	-9
COc1cccc(CC(C(=O)Nc2cc(C)ccc2C)c2nn[nH]n2)c1OC (stereo not given)	-12	16	2	-8	-3	2	-3	-3	17	2.2	3
Cc1cc(C)n(C(=O)Cn2nc([N+](=O)[O-])cc2C)n1	-14	5	6	-1	-19	-5	5	1	5	-1.3	-3
CCc1cc(-c2onc(C)c2-c2cscn2)c(O)cc1OC	-7	27	-13	-2	-3	-4	-10	-16	19	-2.2	0
CC(Sc1cccc(C(F)(F)F)c1)C(=O)NC(N)=O (stereo not given)	10	5	-6	4	-16	2	-14	2	19	-1.7	-1

A different layout for part of the listing above.
> Cc1cc(C)n(C(=O)Cn2nc([N+](=O)[O-])cc2C)n1
  NCOA1 inh = -14 | LRH-1 inv ag = 5 | MC4R antag cAMP = 6 | NCOA2 inhibitor = -1 | COUP-TFII inh = -19 | ABHD5-PLIN5 inh = -5 | LMP1 NFkB inh = 5 | NOD2-RIPK2 inh = 1 | SRC3 inh = 5 | MC4R barr agon = -1.3 | TLR9-MyD88 inh = -3

> CCc1cc(-c2onc(C)c2-c2cscn2)c(O)cc1OC
  NCOA1 inh = -7 | LRH-1 inv ag = 27 | MC4R antag cAMP = -13 | NCOA2 inhibitor = -2 | COUP-TFII inh = -3 | ABHD5-PLIN5 inh = -4 | LMP1 NFkB inh = -10 | NOD2-RIPK2 inh = -16 | SRC3 inh = 19 | MC4R barr agon = -2.2 | TLR9-MyD88 inh = 0

(cont.)
SMILES	NCOA1 inh	LRH-1 inv ag	MC4R antag cAMP	NCOA2 inhibitor	COUP-TFII inh	ABHD5-PLIN5 inh	LMP1 NFkB inh	NOD2-RIPK2 inh	SRC3 inh	MC4R barr agon	TLR9-MyD88 inh
CCN(CC)CCn1c2c(c(SCC(=O)Nc3nc4ccccc4s3)nc1=O)CCC2	-3	7	4	-23	5	0	5	7	-14	-1.9	-2
Cc1cccc(N(C(=O)c2snc(C(N)=O)c2N)C(C(=O)NCC2CCCO2)c2ccc(N(C)C)cc2)c1C (stereo not given)	4	18	2	-13	3	-6	-3	-9	10	1.7	-1
CCC(O)(CCN1CCCCC1)c1ccccc1 (stereo not given)	-1	2	-2	5	3	0	-1	-11	8	-2.4	0
Cc1cccc(N2CCN(C(=O)c3c(-c4ccccc4Cl)noc3C)CC2)c1C	7	13	-21	17	-20	-1	12	13	19	-4.8	3
CC(C)(C)c1cc(N/C=C\c2nnnn2-c2ccc(Br)cc2)no1	5	-50	6	5	14	-6	-6	-7	-18	4.2	-5
CCCCc1ccc(NS(=O)(=O)c2cccs2)cc1	-18	1	15	-14	-13	-24	-6	-2	16	17*	-2
Cc1cc(C)nc(N2CCCC(C(=O)NCCc3ccc(F)cc3)C2)n1 (stereo not given)	-23	-12	1	3	-5	4	-7	0	6	-0.5	-3
CCOc1cc(C(=O)NCc2ccc(-c3nc4ccccc4o3)cc2)cc(OCC)c1OCC	-2	9	-9	-1	-2	3	-5	-5	-2	3.2	4
CCC(CC)c1nnc(NC(=O)C23CC4CC(CC(NC(C)=O)(C4)C2)C3)s1	-16	3	2	-40	-8	-6	2	-8	-7	-2.7	2
O=C(Nc1ccc(Cl)cc1)c1cccc(OC(=S)N2CCOCC2)c1	9	16	1	5	28	-2	15	-6	2	-3.2	0

One compound at a time, as listed above. Order of values: NCOA1 inh, LRH-1 inv ag, MC4R antag cAMP, NCOA2 inhibitor, COUP-TFII inh, ABHD5-PLIN5 inh, LMP1 NFkB inh, NOD2-RIPK2 inh, SRC3 inh, MC4R barr agon, TLR9-MyD88 inh
`CCOc1cc(C(=O)NCc2ccc(-c3nc4ccccc4o3)cc2)cc(OCC)c1OCC` as listed: -2, 9, -9, -1, -2, 3, -5, -5, -2, 3.2, 4
`CCCc1cc(=O)n2nc(N3CCC(C(=O)N4CCN(c5ccc(OC)cc5)CC4)CC3)sc2n1` as listed: -3, 54, -4, 15, 56*, -4, 9, -17, 4, -2.2, 1
`CCOc1cc(N2CCOCC2)c(OCC)cc1NC(=O)CN1C(=O)NC2(CCCCCCC2)C1=O` as listed: -10, -4, 11, -7, 13, 5, -3, 3, 12, -0.7, 2
`O=C(Nc1ccc(Cl)cc1)Nc1cnccn1` as listed: -18, -12, 7, -5, -18, 5, 0, 4, -4, -0.2, -10

Additional structures
SMILES	NCOA1 inh	LRH-1 inv ag	MC4R antag cAMP	NCOA2 inhibitor	COUP-TFII inh	ABHD5-PLIN5 inh	LMP1 NFkB inh	NOD2-RIPK2 inh	SRC3 inh	MC4R barr agon	TLR9-MyD88 inh
Cc1ccc(-n2c(SCC(=O)N(C)C)nnc2-c2ccco2)cc1	1	8	23	16	2	0	4	0	-20	-0.2	-2
CCOc1ccc(CCNC(=O)c2cccc(S(=O)(=O)N3CCCCC3)c2)cc1OCC	-19	16	6	-5	-3	-10	1	3	-48	-2.6	-1
COc1ccc(-c2nc3ccccc3s2)cc1	-72	-114	-4	-37	-40	-4	34	0	-42	-0.5	7
Cc1ccccc1OCc1n(CC(=O)OC2CC(C)CCC2C(C)C)c2ccccc2[n+]1C (stereo not given)	-5&8	24&6	-3&-5	6	1	15&20	-4&1	1&0	34&0	23*	6&-7
CC(=O)Nc1nc(C)c(Oc2ccc(Cl)cc2)c(=O)[nH]1	-2	-17	14	9	12	-5	0	-6	8	-0.9	-1
CCOC(=O)c1sc2ncnc(NCC(c3cccs3)N(C)C)c2c1C (stereo not given)	5	-2	7	-17	14	-4	0	1	-2	-1.6	7
CCOC(=O)C1CCN(S(=O)(=O)c2ccc3c(c2)N(C)C(=O)CC(=O)N3C)CC1	2	-9	0	6	6	3	-4	-13	12	-1.7	6
Cc1ccc(C(=S)N2CCN(Cc3ccccc3)CC2)s1	14	0	-2	-6	29	-12	4	10	7	-1.7	6
O=C(CSc1nc(=O)[nH]c2c1CCCC2)Nc1ccc(F)cc1F	7	23	2	14	-13	8	5	0	-2	1.2	5
